# HePTP inh: inhibitors of human HePTP phosphatase. recombinant HePTP phosphatase activity, OD absorbance. inhibition, % at 20 µM. 110,000 tested, 0.64% active; in the data active means inhibition above about 50%;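 further: plate controls were vehicle for no effect and reference inhibitor for full effect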
# BAP1 inh: blocks human BAP1 ubiquitin-AMC hydrolysis | AID 436 | recombinant BAP1, Ub-AMC hydrolysis fluorescence kinetic; stronger effect = lower value | 72,000 tested, 0.48% active | activity remaining (% of control), % at 20 µM;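 active means activity remaining at or below 50% of control, provided the compound also passes the data quality filters; inactive means the rest, including low values that fail the filters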;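 further: 100% = DMSO wells rate and 0% = substrate alone blank rate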
# Target sequence (Q92560 whole entry, looked up): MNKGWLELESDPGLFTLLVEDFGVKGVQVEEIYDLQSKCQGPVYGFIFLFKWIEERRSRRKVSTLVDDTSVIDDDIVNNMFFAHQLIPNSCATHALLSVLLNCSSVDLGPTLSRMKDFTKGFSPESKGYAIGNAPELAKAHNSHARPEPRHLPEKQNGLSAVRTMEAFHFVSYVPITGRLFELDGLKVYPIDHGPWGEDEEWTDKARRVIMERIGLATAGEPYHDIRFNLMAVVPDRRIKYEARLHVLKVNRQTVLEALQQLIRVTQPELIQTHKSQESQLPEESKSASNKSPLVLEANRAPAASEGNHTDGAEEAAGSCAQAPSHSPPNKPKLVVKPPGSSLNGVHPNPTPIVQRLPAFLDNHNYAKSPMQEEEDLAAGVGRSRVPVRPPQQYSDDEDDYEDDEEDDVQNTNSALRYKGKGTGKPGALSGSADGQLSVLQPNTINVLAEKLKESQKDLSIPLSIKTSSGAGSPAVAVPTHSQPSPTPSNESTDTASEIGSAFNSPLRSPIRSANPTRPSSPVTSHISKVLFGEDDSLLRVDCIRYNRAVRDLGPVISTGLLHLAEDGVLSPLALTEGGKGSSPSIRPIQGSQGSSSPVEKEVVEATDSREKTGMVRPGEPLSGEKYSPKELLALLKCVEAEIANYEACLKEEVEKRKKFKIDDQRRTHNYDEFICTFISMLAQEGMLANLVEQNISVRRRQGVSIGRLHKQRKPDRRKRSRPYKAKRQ
# Starred values were filed as active, the others as inactive; nt = no result given; & = joins results of further samples.
SMILES,HePTP inh,BAP1 inh
CN1CCN(S(=O)(=O)c2ccc(N3CCN(S(=O)(=O)/C=C/c4ccccc4)CC3)nc2)CC1,-3,80
CCc1ccccc1Nc1nc(N)nc(CSCC(=O)c2cc(C)n(C)c2C)n1,5,83
COc1ccc2c(c1)c(C(O)CN1CCN(Cc3ccc4c(c3)OCO4)CC1)c(C)n2C (stereo not drawn),-2,101
c1cnc(NCCNc2ncccn2)nc1,4,102
O=C1N=C(N2CCCCCC2)S/C1=C\c1ccccc1,7,nt
COC(=O)c1cccc(NC(=O)c2cc3sccc3n2C)c1,2,60
CCOC(=O)c1c(NC(N)=O)sc(C)c1C,10,138
Cc1nnc2ccc(N3CCN(C(=O)c4ccccc4)CC3)nn12,-4,97
O=C(NC1CCCCC1)Nn1c(-c2ccccc2)nc2ccccc2c1=O,5,142
Cc1noc(C)c1CSc1nc2ccccc2s1,8,131
CCn1c(SCC(=O)NCCc2ccccc2)nnc1-c1ccco1,-6,103
O=C(Nc1cccc(Br)c1)C(=O)NC1CCCC1,-8,nt
CCOC(=O)c1nnn(-c2nonc2N)c1CN1CCc2ccccc2C1,-4,89
Cc1ccc(C(=O)Nc2c(Cl)cccc2Cl)cc1[N+](=O)[O-],10,nt
CC(C)(C)C1CCc2[nH]c3ccccc3c(=O)c2C1 (stereo not drawn),8,103
CC1CCN(C(=O)c2ccc(NS(C)(=O)=O)cc2)CC1,-8,82
CC1=C(C(=O)OCCc2ccccc2)C(c2cc([N+](=O)[O-])ccc2Cl)C2=C(CCCC2=O)N1 (stereo not drawn),3,nt
O=C(CNc1ccc2ccccc2c1)N/N=C/c1ccc(Br)c([N+](=O)[O-])c1,3,nt
COc1cc(/C=N/Nc2nc(N3CCOCC3)nc(N3CCOCC3)n2)cc(Cl)c1O,8,nt
COC(=O)c1ccccc1S(=O)(=O)N(Cc1ccco1)Cc1cc2cc(OC)ccc2[nH]c1=O,9,112

# 3 entries from above, ordered by the value under HePTP inh, ascending.
SMILES,HePTP inh,BAP1 inh
Cc1nnc2ccc(N3CCN(C(=O)c4ccccc4)CC3)nn12,-4,97
COC(=O)c1cccc(NC(=O)c2cc3sccc3n2C)c1,2,60
CC(C)(C)C1CCc2[nH]c3ccccc3c(=O)c2C1 (stereo not drawn),8,103

# (more compounds)
SMILES,HePTP inh,BAP1 inh
Cc1cc(C(=O)Nc2cccnc2)cs1,8,70
CC1CCCC(NC(=O)c2ccc3c(=O)n(CC4CCCO4)c(=O)[nH]c3c2)C1C (stereo not drawn),5,53
c1nc(SCc2ccc3c(c2)OCO3)c2c3c(sc2n1)CCCC3,nt,89
Cc1nc2c(c(C)nn2-c2ccccc2)c(C)c1C,-11,nt
CCN(CC)C(=O)c1sc(N)c(C#N)c1C,9,97
Cc1ccccc1CC1S/C(=N\N=C\c2ccc(N(C)C)cc2)NC1=O (stereo not drawn),5,nt
CC(=O)c1ccc(NC(=O)CCNS(=O)(=O)c2cccc3nonc23)cc1,4,nt
CC(=O)c1c(C(C)=O)c(C)n(-c2ccc(C)cc2)c1C,-4,nt
Cc1cc(C(=O)N/N=C/C(Br)=C/c2ccccc2)n[nH]1,4,nt
Cc1c(NC(=O)C(CC(=O)O)NCc2ccco2)c(=O)n(-c2ccccc2)n1C (stereo not drawn),5,120
C=CCOC(=O)C1=C(C)NC(=O)NC1/C=C/c1ccccc1 (stereo not drawn),0,99
Cc1cc(C(=O)N/N=C/c2c(C)nn(-c3ccccc3)c2C)n[nH]1,4,nt
O=C1S/C(=C/c2ccc(O)c([N+](=O)[O-])c2)C(=O)N1c1ccccc1,-8,nt
CCCCC1CCC(c2nc(-c3cccnc3)no2)CC1 (stereo not drawn),-2,69
C=C1CSc2nc(=O)c3c4c(sc3n21)CCC4,-3&3,103&198
Cc1ccc(Nc2nc(C(=O)NCc3ccco3)cs2)cc1,-8,89
COc1ccc(Cl)cc1S(=O)(=O)N1CCN(Cc2ccc3c(c2)OCO3)CC1,4,135
CCN(CC)Cc1c(O)ccc2c(C)c(CC(=O)OC)c(=O)oc12,-8,781
Cn1c(SCc2nnc3n2CCCCC3)nc2ccccc21,7,92
CC(C)CC(NC(=O)OC(C)(C)C)C(=O)NC(C(=O)NC(C)C(N)=O)C(C)C (stereo not drawn),6,89
Cc1ccc2oc(C(=O)Nc3ccc(N4CCOCC4)c(Cl)c3)c(C)c2c1,-5,nt
O=S(=O)(NC1CCCC1)c1ccccc1Cl,1,131
CCOc1ccc(-c2nc(C#N)c(N3CCOCC3)o2)cc1,0,nt
CCN(CC)CCNC(=O)c1ccccn1,8,97
CC1=C(C(=O)OC2CCCCC2)C(c2cccc([N+](=O)[O-])c2)C2=C(CCCC2=O)N1 (stereo not drawn),4,nt
Cc1ccc(CNC(=O)c2ccc(Cl)c([N+](=O)[O-])c2)cc1,7,nt
COc1cc(NS(=O)(=O)c2ccc(NC(=O)COc3ccc(C)cc3)cc2)nc(OC)n1,7,nt
COC(=O)C1=C(C)NC(=O)CC1c1cccc(OC)c1OC (stereo not drawn),-3&-6,106
COc1ccccc1/C=C1\SC(=S)N(CC(=O)NNc2ccccc2)C1=O,-3,nt
COc1cc(NC(=O)c2ccc3c(c2)OCO3)ccc1NC(=O)C(C)C,4,57
O=C(NC1CC2CCCC(C1)N2Cc1ccco1)NC12CC3CC(CC(C3)C1)C2 (stereo not drawn),5,128
C=CCN1C(=O)c2ccccc2C1(O)c1ccc(Cl)cc1 (stereo not drawn),-11,nt
CN(CC(=O)NCc1cccs1)S(=O)(=O)c1cccc2nsnc12,5,104
Cc1ccc(C(=O)Cn2nnc3ccccc32)cc1,nt,82
COc1ccc(CNC(=O)Cn2nc(C(F)(F)F)c3c2CCC3)cc1,-2,101
CCSc1ncnc2c(C#N)c3n(c12)CCCCC3,-11,94
Oc1ccccc1/C=N/Nc1c(Cl)cc(Cl)cc1Cl,7,nt
Nc1c(C(=O)NCc2ccccc2)nnn1Cc1cccc(Cl)c1,6,96
O=c1c2ccccc2oc2nc3n(c(=O)c12)CCCS3,-1,102
CCOC(=O)C(Oc1ccc(=O)n(-c2ccccc2)n1)C(C)=O (stereo not drawn),0,99

# Shown with bars between the fields: 29 of the compounds above
structure | HePTP inh | BAP1 inh
Cc1cc(C(=O)N/N=C/c2c(C)nn(-c3ccccc3)c2C)n[nH]1 | 4 | nt
O=C1S/C(=C/c2ccc(O)c([N+](=O)[O-])c2)C(=O)N1c1ccccc1 | -8 | nt
CCCCC1CCC(c2nc(-c3cccnc3)no2)CC1 (stereo not drawn) | -2 | 69
C=C1CSc2nc(=O)c3c4c(sc3n21)CCC4 | -3&3 | 103&198
Cc1ccc(Nc2nc(C(=O)NCc3ccco3)cs2)cc1 | -8 | 89
COc1ccc(Cl)cc1S(=O)(=O)N1CCN(Cc2ccc3c(c2)OCO3)CC1 | 4 | 135
CCN(CC)Cc1c(O)ccc2c(C)c(CC(=O)OC)c(=O)oc12 | -8 | 781
Cn1c(SCc2nnc3n2CCCCC3)nc2ccccc21 | 7 | 92
CC(C)CC(NC(=O)OC(C)(C)C)C(=O)NC(C(=O)NC(C)C(N)=O)C(C)C (stereo not drawn) | 6 | 89
Cc1ccc2oc(C(=O)Nc3ccc(N4CCOCC4)c(Cl)c3)c(C)c2c1 | -5 | nt
O=S(=O)(NC1CCCC1)c1ccccc1Cl | 1 | 131
CCOc1ccc(-c2nc(C#N)c(N3CCOCC3)o2)cc1 | 0 | nt
CCN(CC)CCNC(=O)c1ccccn1 | 8 | 97
CC1=C(C(=O)OC2CCCCC2)C(c2cccc([N+](=O)[O-])c2)C2=C(CCCC2=O)N1 (stereo not drawn) | 4 | nt
Cc1ccc(CNC(=O)c2ccc(Cl)c([N+](=O)[O-])c2)cc1 | 7 | nt
COc1cc(NS(=O)(=O)c2ccc(NC(=O)COc3ccc(C)cc3)cc2)nc(OC)n1 | 7 | nt
COC(=O)C1=C(C)NC(=O)CC1c1cccc(OC)c1OC (stereo not drawn) | -3&-6 | 106
COc1ccccc1/C=C1\SC(=S)N(CC(=O)NNc2ccccc2)C1=O | -3 | nt
COc1cc(NC(=O)c2ccc3c(c2)OCO3)ccc1NC(=O)C(C)C | 4 | 57
O=C(NC1CC2CCCC(C1)N2Cc1ccco1)NC12CC3CC(CC(C3)C1)C2 (stereo not drawn) | 5 | 128
C=CCN1C(=O)c2ccccc2C1(O)c1ccc(Cl)cc1 (stereo not drawn) | -11 | nt
CN(CC(=O)NCc1cccs1)S(=O)(=O)c1cccc2nsnc12 | 5 | 104
Cc1ccc(C(=O)Cn2nnc3ccccc32)cc1 | nt | 82
COc1ccc(CNC(=O)Cn2nc(C(F)(F)F)c3c2CCC3)cc1 | -2 | 101
CCSc1ncnc2c(C#N)c3n(c12)CCCCC3 | -11 | 94
Oc1ccccc1/C=N/Nc1c(Cl)cc(Cl)cc1Cl | 7 | nt
Nc1c(C(=O)NCc2ccccc2)nnn1Cc1cccc(Cl)c1 | 6 | 96
O=c1c2ccccc2oc2nc3n(c(=O)c12)CCCS3 | -1 | 102
CCOC(=O)C(Oc1ccc(=O)n(-c2ccccc2)n1)C(C)=O (stereo not drawn) | 0 | 99

# Later entries
SMILES,HePTP inh,BAP1 inh
CN1CCN(c2ccc3c4c(cccc24)C(=O)c2ccccc2-3)CC1,-14,nt
CCOC(=O)CSC1=C(C#N)C(c2ccc3c(c2)OCO3)CC(=O)N1 (stereo not drawn),6,119
CCn1c(SCC(=O)c2ccccc2)nnc1-c1ccoc1C,2,103
CC1=C(C(N)=O)C(c2cccc(O)c2)n2nc(CCCO)nc2N1 (stereo not drawn),6,86
CCOC(=O)c1ccc(NC(=O)COc2ccc(Br)cc2)cc1,8,nt
COc1cccc(/C=C2/C(=O)NC(=O)N(C)C2=O)c1O,4,nt
COc1ccccc1C1N(c2ccc(F)cc2)C(=O)C2CCCN21 (stereo not drawn),5,102
COCCN1CN=C(Nc2nc3ccccc3s2)NC1,-8,101
CC(C)(C)c1ccc(OCC(=O)Nc2ccc(Cl)cn2)cc1,nt,160
CCOC(=O)NC(NCc1ccco1)(C(F)(F)F)C(F)(F)F,2,nt
COC(=O)C1=C(C)N(Cc2ccccc2)C(=O)/C1=C\c1cccs1,-8,nt
CCCN1Cc2cccc(C(=O)NCc3cccs3)c2C1=O,-1,91
O=C(Nc1ccccc1)c1ccccc1NC(=O)C(c1ccccc1)c1ccccc1,6,nt
CC1(C)CC(NC(=S)Nc2ccc([N+](=O)[O-])cc2)CC(C)(C)N1,-4,nt
CCCCOC(=O)c1ccc2c(c1)C(=O)N(c1cccc(Cl)c1)C2=O,nt,71
O=C(Nc1ccc(C(=O)N2CCOCC2)cc1)Nc1cccc2ccccc12,1,nt
O=C(CSc1ccccn1)c1ccc(-c2ccccc2)cc1,2,nt
CCn1c2ccccc2c2nnc(SC)nc21,-4,nt
C/C(CC(=O)Nc1cccc(C)n1)=N\NC(=O)c1ccco1,5,nt
Cc1cc(NC(=O)CSc2nc3ccccc3o2)no1,-11,nt
CC(=O)N=c1sc2cc(C)ccc2n1C,-7,93
Cc1ccc(Cc2cnc(NC(=O)Cc3ccccc3)s2)cc1,8,nt
CCOc1ccc(NC(=O)CN2CCN(CC(=O)Nc3ccc(C(=O)OC)cc3)CC2)cc1,5,110
Cc1cc(Nc2cccc(C)c2C)n2ncnc2n1,-7,93
O=C(c1cc2ccccn2n1)N1CCN(c2cccc(C(F)(F)F)c2)CC1,10,82
NC1=NC(=O)/C(=C\c2cc(Br)ccc2OCc2ccccc2F)S1,-9,nt
Cc1nn(CC(=O)Nc2c(C)n(C)n(-c3ccccc3)c2=O)c(C)c1[N+](=O)[O-],6,nt
Cc1cccc(/C(N)=N/OC(=O)Cc2ccc(Cl)cc2)c1,-12,nt
Cc1ccc(CCNC(=O)C2CCN(S(=O)(=O)N3CCCC3)CC2)cc1,6,90
CCn1cc(C2=NC(c3ccccc3)CO2)c2ccccc21 (stereo not drawn),2,85
CCC(Oc1ccccc1)C(=O)Nc1nc2ccc(S(C)(=O)=O)cc2s1 (stereo not drawn),10,nt
COc1ccc(N2CCN(S(=O)(=O)c3ccc(OC)cc3)CC2)cc1,2,92
CC(C)NC(=O)CSc1nnc(-c2ccc(C(C)(C)C)cc2)n1C,-12,122
Cc1ccc2[nH]c(C(=O)NN=C3CCCCC3)c(-c3ccccc3)c2c1,2,nt
CCC1CCc2c(sc(NC(=O)c3ccc4c(c3)OCO4)c2C(=O)OC)C1 (stereo not drawn),3,nt
COc1ccccc1-c1nnc2sc(COc3ccccc3)nn12,10,103
O=C(O)c1[nH]c2ccc(Cl)cc2c1CC(=O)N1CCN(c2ccccc2)CC1,2,100
CCn1c(SCC(=O)O)nnc1-c1ccccc1,0,112
CCCn1c2c(c(O)c(C(=O)Nc3ccccn3)c1=O)CCCC2,9,106
CC(=O)N(Cc1cc(=O)[nH]c2ccccc12)c1ccc(C)cc1,10,84
CCOC(=O)C1=C(C)NC2=C(C(=O)CC(c3ccc(OC)cc3)C2)C1c1ccc(O)c(OC)c1 (stereo not drawn),nt,57
O=C(O)c1ccccc1C(=O)NCc1ccccc1,12,nt
C=CCOc1nc(N2CCCC2)nc(N2CCCC2)n1,2,95

# Screens (PubChem)
